Assay outcomes: PubChem BioAssay, National Center for Advancing Translational Sciences (NCATS)
S3 lipid droplet: qHTS Assay for Lipid Storage Modulators in Drosophila S3 Cells; Drosophila S3 cells, BODIPY lipid droplet fluorescence, 18-24 h; cells fed with added oleic acid; Potency in µM for hits, for the others lipid storage change, negative = inhibition, % at the top dose, mostly 46.1 µM; 320,000 compounds, 0.64% hits; AID 2685; active means well fitted inhibition curve with a large enough effect in the signal ratio, with a control signal flat, not every such curve was filed as active; inconclusive means small, poorly fitted or top-dose-only effect, or effect the other way, or a change in a side signal; the % refers to the signal ratio
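Drosophila S3 cells got compounds at several concentrations plus oleic acid (400 uM solution). Laser-scanning cytometry with 488 nm excitation read lipid droplets at 500-530 nm and cells at 575-640 nm. Percent activity was relative to 20 uM Triacsin C.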
S3 lipid droplet cell count max: second read-out of S3 lipid droplet, no call of its own (marks repeat the call); cell number change, %; measured here: cell count max response;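 cells counted by Cell Tracker Red CMTPX staining in the red channel; peak over a dose series mostly up to 46.1 µM; percent activity relative to internal control wells on each plate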
The depositor's hits bear a star; i = inactive; ? = inconclusive; · = not tested or not shown. On the % scale 0 is the no-effect control and ±100 the full control effect; potency means the concentration at half of the fitted maximal effect. The list is partial; count on the stated rates, not on these rows.

S3 lipid droplet	S3 lipid droplet cell count max	SMILES
9%	15	COc1ccc(NC(=O)C(NC(=O)c2ccc(=O)[nH]c2)c2ccccc2)cc1 (stereo not given)
i	-1	CCc1nnc(NC(=O)CSCc2cc(=O)n3ccsc3n2)s1
?	·	N/C(=N\OC(=O)c1cc(Br)ccc1Cl)c1ccccn1
?	·	COc1cccc(OC)c1C(=O)Nc1cc2c(cc1N1CCOCC1)n(C)c(=O)n2C
13%	13	O=C(OCC(=O)N1CCN(c2ccccc2)CC1)c1ccc(Cl)cc1[N+](=O)[O-]
?	·	Cc1cccc(-c2noc(CN(C)S(=O)(=O)c3cc(Cl)ccc3Cl)n2)c1
?	·	CCOc1ccccc1N1CCN(Cc2cnc(-c3ccccc3)[nH]2)CC1
i	·	O=C(NCC1CCCO1)c1ccc(N2CCCCC2)nc1 (stereo not given)
?	·	CC(=O)Nc1ccc(N2N=C(C)C(N=Nc3ccccc3)C2=O)cc1 (stereo not given)
?	·	CCN1CCN(CCCNC(=O)CCCn2nc(C)c3sc4ccccc4c3c2=O)CC1
i	-8	O=C(/C=C/c1ccc([N+](=O)[O-])s1)N1CCN(c2ccccc2)CC1
?	·	O=C(c1ccccc1)c1nccc2ccccc12
?	·	CCC(CC)C(=O)c1c[nH]c(C(=O)N2CCN(c3ccccc3F)CC2)c1
2%	0	Cc1ccc2nc(C)/c(=N\O)c(C)nc2c1
-6%	0	Cc1ccccc1C(=O)N1N=C(c2cccc(NS(C)(=O)=O)c2)CC1c1cccs1 (stereo not given)
-6%	2	COc1ccc(NC(=S)Nc2ccc(C)c(S(=O)(=O)N3CCCCC3)c2)cc1
?	·	COCCCNC(=O)/C(C#N)=C/c1c(N2CCN(c3ccc(OC)cc3)CC2)nc2c(C)cccn2c1=O
14%	·	CCCCCN(C(=O)CCC(=O)OCC(=O)N1CCC(C)CC1)c1c(N)n(CCCC)c(=O)[nH]c1=O
?	·	COc1ccc(CNc2ncc(-c3ccc(F)cc3)n2C)cc1OC
?	·	CC(C)(C)C1CCC(OCC(O)CN2CCN(Cc3ccccc3)CC2)CC1 (stereo not given)
13%	1	O=C(Nc1nnc(-c2ccncc2)o1)C1CCCCC1
-23%	·	Cc1oc(-c2ccc(Cl)cc2)nc1CN1CCC(C(=O)NCCCN2CCOCC2)CC1
6%	-1	Cc1ccc2nc(-c3ccc(N4C(=O)CC(N5CCN(CCO)CC5)C4=O)cc3)sc2c1 (stereo not given)
?	·	O=C(CCS(=O)(=O)c1ccccc1)N1CCN(c2ccccc2F)CC1
i	-27	CO/N=C(/CS(=O)c1ccc(Br)cc1)c1ccc(OC)cc1 (stereo not given)
?	·	COc1ccccc1N1CCN(CC(=O)c2c(C)n(C)c3ccccc23)CC1
?	·	O=C(NNC(=O)c1cc(-c2ccncc2)nc2ccccc12)c1ccccc1O
?	·	Cc1cc(Cl)ccc1NNC(=O)c1c(C)noc1C
i	·	CCCCOc1ccccc1/C=N/NC(=O)CC#N
-2%	-2	COC(=O)Cc1cc(=O)n(-c2nc3ccccc3[nH]2)[nH]1
?	·	COc1ccc(COC(=O)CCN=C2NS(=O)(=O)c3ccccc32)cc1F
?	·	COC(=O)COc1ccc(-c2nn(C)c(=O)c3ccccc23)cc1
-6%	2	COc1ccc(N(CC(=O)Nc2ccc3c(c2)OCCO3)S(=O)(=O)c2c(C)noc2C)cc1
5%	14	CCCc1cc(=O)n2[nH]c(Cc3ccccc3)nc2n1
-12%	14	CC(c1ccc(F)cc1)n1cc(C(=O)NCc2ccccn2)nn1 (stereo not given)
-9%	-2	CCOc1ccccc1NC(=O)c1ccc(F)c(S(=O)(=O)N2CCC3(CC2)OCCO3)c1
?	·	COc1ccc(O/C(=N\S(=O)(=O)c2ccccc2)c2ccccc2)cc1
?	·	O=C(CSc1nccn1-c1ncc(C(F)(F)F)cc1Cl)c1ccc(Cl)cc1
?	·	O=C(NCCc1csc(-c2cccnc2)n1)c1c(F)cccc1F
?	·	Cc1noc(NS(=O)(=O)c2ccc(NC(=O)C34CC5CC(C3)CC(n3cnc(Cl)n3)(C5)C4)cc2)c1C
77%	-7	CCOc1cc(Br)ccc1S(=O)(=O)N1CCC(C(N)=O)CC1
i	-2	O=C(NCCCN1CCOCC1)c1cc(S(=O)(=O)N2CCOCC2)c(Cl)cc1Cl
0%	-1	Cc1cccc(C)c1N1CCN(C(=O)N2CCOCC2)CC1
-15%	0	Cc1ccc(C)c(NC(=O)CCC(=O)N/N=C/c2cc([N+](=O)[O-])ccc2O)c1
?	·	Cn1c(=O)n(C)c2cc([N+](=O)[O-])c(N3CCN(C(=O)c4ccc(F)cc4)CC3)cc21
?	·	COC(=O)C(Cc1ccccc1)NC(=O)C12CC3CC(CC(C3)C1)C2 (stereo not given)
?	·	C=C(NC(=O)C(=C)NC(=O)c1csc(C2=NC3c4csc(n4)C4NC(=O)c5csc(n5)C([C@@](C)(O)C(C)O)NC(=O)C5CSC(=N5)/C(=C\C)NC(=O)C(C(C)O)NC(=O)c5csc(n5)[C@]3(CC2)NC(=O)C(C)NC(=O)C(=C)NC(=O)C(C)NC(=O)C(C(C)CC)NC2C=Cc3c(C(C)O)cc(nc3C2O)C(=O)OC4C)n1)C(N)=O (stereo not given in full)
?	·	COc1ccccc1C(=O)Nc1cccc(NC(=O)c2ccccc2OC)n1
2%	-4	CCn1nnnc1SCC(=O)c1ccc2c(c1)OCCO2
?	·	COc1ccc(/C(N)=N/OC(=O)C2CCCCC2)cc1OC
?	·	CC(C)(CNC(=O)CCNC(=O)c1ccc(Br)cc1)N1CCOCC1
6%	·	CC1CC(=O)Nc2ccccc2N1C(=O)CN1CCN(c2ccccc2)CC1 (stereo not given)
?	·	CC(C)C[C@@H](CO)N(Cc1ccccc1)S(=O)(=O)N(Cc1ccccc1)[C@H](CO)CC(C)C
i	23	COC(=O)[C@H](CCSC)NC(=O)NCCc1ccc(F)cc1
-3%	11	O=C(COc1ccc(/C=N/NC(=O)C(=O)N2CCCCC2)cc1)Nc1ccccc1Cl
-8%	·	NC(=O)c1ccc(NC(=O)c2ccccc2S(=O)(=O)c2ccccc2[N+](=O)[O-])cc1
?	·	O=C(NNc1ccccc1)C(=O)NNS(=O)(=O)c1ccc([N+](=O)[O-])cc1
?	·	COc1cc(C(=O)COC(=O)c2cnc(C)cn2)ccc1OC(F)F
-19%	-12	COC(=O)c1ccc2c(=O)n(Cc3ccco3)c(SCC(=O)Nc3ccccc3Cl)nc2c1
8%	3	Cc1cc(Br)ccc1SCC(=O)OCC(=O)NCc1ccc2c(c1)OCO2

The results go on.
S3 lipid droplet	S3 lipid droplet cell count max	SMILES
-21%	-10	CCOC(=O)Nc1ccc2c(COC(=O)CNS(=O)(=O)c3ccc(NC(C)=O)cc3)cc(=O)oc2c1
?	·	Cc1ccc(NC(=O)CN(C)S(=O)(=O)c2ccc(Br)s2)cc1F
?	·	CCN1C(=O)C2CCCCN2c2ccc(C(=O)NCCOC)cc21 (stereo not given)
?	·	CC(C)C(=O)Nc1ccc(S(=O)(=O)Nc2ccccn2)cc1
?	·	CC(C)Cn1c(N)c(C(=O)COC(=O)c2ccc(O)cc2O)c(=O)n(C)c1=O
?	·	O=C(C1CCN(S(=O)(=O)c2ccccc2)CC1)N1CCN(Cc2ccccc2)CC1
?	·	Cc1ccc(-c2nn(-c3ccccc3)cc2C=O)o1
i	-3	Fc1ccc(C(c2nnnn2Cc2cccs2)N2CCN(C3CCCCC3)CC2)cc1 (stereo not given)
?	·	Cc1c(-c2nnc(-c3ccc(C(F)(F)F)cc3)o2)cnn1-c1ccccc1
-3%	9	N#CCCN(C(=O)c1ccco1)c1ccccc1
1%	3	CSCCC(NC(=O)c1cccc([N+](=O)[O-])c1)C(=O)OCC(=O)N1CCCC1=O (stereo not given)
?	·	Cc1cn(-c2ccc(Br)cc2)[nH]c1=O
12%	-16	CCCCCCCCOC(=O)CCn1[nH]c(=O)c2ccccc2c1=O
?	·	COc1ccc(N(CC(=O)N/N=C(\C)c2cccs2)S(=O)(=O)c2ccccc2)cc1Cl
?	·	Cc1cc(C(F)(F)F)nn1-c1nc(-c2ccco2)cc(C(F)(F)F)n1
8%	2	CSc1ccccc1NC(=O)COC(=O)c1ccccc1O
0%	-17	CCOc1ccccc1NC(=O)CN(C)S(=O)(=O)c1cccc2nsnc12
-9%	·	Cc1ccccc1C1C(C#N)=C2NC(=O)c3c(sc4c3CCCCC4)N2C2=C1C(=O)CC(C)(C)C2 (stereo not given)
0%	·	CSCCC(C)N1CCC(Oc2ccc(C(=O)N3CCCC3)cc2)CC1 (stereo not given)
13%	3	Cc1ccc(NS(=O)(=O)c2ccc(C)c(C(=O)N3CCN(C)CC3)c2)cc1
?	·	CCC(CNC(=O)c1c(C)nn(-c2ccccc2)c1Cl)c1ccccc1 (stereo not given)
11%	12	O=[N+]([O-])c1cc(NCCO)c(N2CCCCCC2)c2nonc12
1%	-9	O=C(NCc1ccco1)C12CC3CC(CC(C3)C1)C2
-1%	8	O=C(NNC(=O)C1CCN(S(=O)(=O)c2ccc(Cl)cc2)CC1)c1ccc(Cl)cc1
i	-7	Cn1c(SCC(=O)N2CCOCC2)nc2sc3c(c2c1=O)CCCC3
6%	-2	O=C(COC(=O)c1cncc(Br)c1)Nc1nc(-c2ccc(F)cc2)cs1
3%	·	CCn1c(SCC(=O)N2CCC(C)CC2)nc2c(c1=O)SCC2
2%	23	Cc1c(-c2ccc(Br)cc2)[n+](=O)c2c(n1[O-])CCCCC2
?	·	CN(C)c1ccc(-c2nnn(CC(=O)Nc3ccccc3N3CCOCC3)n2)cc1
?	·	COc1ccccc1N1CCN(CC(=O)NCc2ccc(Cl)cc2)CC1

Sorted by molar mass (low to high): part of the list above
S3 lipid droplet	S3 lipid droplet cell count max	SMILES
-3%	9	N#CCCN(C(=O)c1ccco1)c1ccccc1
?	·	Cc1cn(-c2ccc(Br)cc2)[nH]c1=O
1%	-9	O=C(NCc1ccco1)C12CC3CC(CC(C3)C1)C2
8%	2	CSc1ccccc1NC(=O)COC(=O)c1ccccc1O
12%	-16	CCCCCCCCOC(=O)CCn1[nH]c(=O)c2ccccc2c1=O
2%	23	Cc1c(-c2ccc(Br)cc2)[n+](=O)c2c(n1[O-])CCCCC2
3%	·	CCn1c(SCC(=O)N2CCC(C)CC2)nc2c(c1=O)SCC2
?	·	Cc1c(-c2nnc(-c3ccc(C(F)(F)F)cc3)o2)cnn1-c1ccccc1
13%	3	Cc1ccc(NS(=O)(=O)c2ccc(C)c(C(=O)N3CCN(C)CC3)c2)cc1
0%	-17	CCOc1ccccc1NC(=O)CN(C)S(=O)(=O)c1cccc2nsnc12
?	·	Cc1ccc(NC(=O)CN(C)S(=O)(=O)c2ccc(Br)s2)cc1F
1%	3	CSCCC(NC(=O)c1cccc([N+](=O)[O-])c1)C(=O)OCC(=O)N1CCCC1=O (stereo not given)
6%	-2	O=C(COC(=O)c1cncc(Br)c1)Nc1nc(-c2ccc(F)cc2)cs1
i	-3	Fc1ccc(C(c2nnnn2Cc2cccs2)N2CCN(C3CCCCC3)CC2)cc1 (stereo not given)
?	·	COc1ccc(N(CC(=O)N/N=C(\C)c2cccs2)S(=O)(=O)c2ccccc2)cc1Cl

Next part.
S3 lipid droplet	S3 lipid droplet cell count max	SMILES
-9%	-14	Cc1ccc(C(C(=O)NCC2CCCO2)N(C(=O)c2snc(C(N)=O)c2N)c2ccc(F)cc2)o1 (stereo not given)
13%	7	CN(Cc1ccc(OCC(O)CN(C)Cc2ccccc2)cc1)Cc1nccn1C (stereo not given)
-1%	1	COC(=O)c1nc(NC(=O)c2ccc(F)cc2)n[nH]1
?	·	COc1cc(C(=O)NCC2CCCO2)ccc1OCc1ccccc1 (stereo not given)
2%	2	CCOc1ccc(C(=O)c2nc3c(n2O)CCCCC3)cc1
?	·	O=C(NCCCl)NNC(=O)c1cc2ccccc2cc1O
?	·	O=C(NCc1ccccc1)c1cccc(S(=O)(=O)N2CCCCC2)c1
?	·	C[C@@H](NC(=O)Cn1ccc(N)nc1=O)c1cccc2ccccc12
-1%	-21	Cc1ccc(NC(=O)C2(c3ccccc3)CCOCC2)c([N+](=O)[O-])c1
20%	-5	Cc1cc(NC(=O)CCC(=O)N(c2cccc(F)c2)C(C(=O)NC2CCCC2)c2ccncc2)no1 (stereo not given)
i	-6	CC1CCCCC12NC(=O)N(CC(=O)Nc1ccc(Cl)c(S(=O)(=O)N3CCOCC3)c1)C2=O (stereo not given)
?	·	CC(=O)Nc1ccccc1OCCOc1ccc(Br)cc1
?	·	CCOc1ccc(CC(=O)N/N=C(\C)c2cccnc2)cc1
?	·	COc1ccc(N2CCN(CCCNC(=O)C(=O)c3c[nH]c4ccccc34)CC2)cc1
?	·	Cc1onc(-c2c(F)cccc2Cl)c1C(=O)Nc1nccs1
?	·	COc1ccccc1CC(NC(C)=O)C(=O)NC1CCN(C(=O)NCc2ccccc2)CC1 (stereo not given)
-16%	-1	O=C(Cc1ccccc1)NCC(=O)OC(c1ccccc1)c1ccccc1
?	·	CC(C)C1C(C#N)=C(N)Oc2n[nH]c(-c3ccc4ccccc4c3)c21 (stereo not given)
?	·	COc1ccc(CCN(C)C(=O)CSc2nccn2C)cc1OC
?	·	O=C(Cc1ccccc1[N+](=O)[O-])N1CCOCC1
3%	3	C1CCCCCC(NCCN2CCNCC2)CCCCC1
?	·	CC1CCN(C2=C(NS(=O)(=O)c3ccc(Cl)cc3)C(=O)c3ccccc3C2=O)CC1
